TMEM16A act = activators or potentiators of mouse TMEM16A chloride channel. HEK293 TMEM16A/YFP-H148Q/I152L, iodide quench fluorescence; stronger effect = lower value. Q8BHY3. hit rate 0.3% among 340,000. B-score at 10 µM. AID 623877;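 active = fluorescence-ratio B-score plate-corrected deviation score at least 3 library SD below zero, with starting fluorescence score within 5 deviations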;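 note: channel opened by trigger with iodide after compound preincubation; score built on the fluorescence ratio of max minus min over baseline; more negative score means more quench and so TMEM16A activation or potentiation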
Target sequence (Q8BHY3 whole entry, looked up): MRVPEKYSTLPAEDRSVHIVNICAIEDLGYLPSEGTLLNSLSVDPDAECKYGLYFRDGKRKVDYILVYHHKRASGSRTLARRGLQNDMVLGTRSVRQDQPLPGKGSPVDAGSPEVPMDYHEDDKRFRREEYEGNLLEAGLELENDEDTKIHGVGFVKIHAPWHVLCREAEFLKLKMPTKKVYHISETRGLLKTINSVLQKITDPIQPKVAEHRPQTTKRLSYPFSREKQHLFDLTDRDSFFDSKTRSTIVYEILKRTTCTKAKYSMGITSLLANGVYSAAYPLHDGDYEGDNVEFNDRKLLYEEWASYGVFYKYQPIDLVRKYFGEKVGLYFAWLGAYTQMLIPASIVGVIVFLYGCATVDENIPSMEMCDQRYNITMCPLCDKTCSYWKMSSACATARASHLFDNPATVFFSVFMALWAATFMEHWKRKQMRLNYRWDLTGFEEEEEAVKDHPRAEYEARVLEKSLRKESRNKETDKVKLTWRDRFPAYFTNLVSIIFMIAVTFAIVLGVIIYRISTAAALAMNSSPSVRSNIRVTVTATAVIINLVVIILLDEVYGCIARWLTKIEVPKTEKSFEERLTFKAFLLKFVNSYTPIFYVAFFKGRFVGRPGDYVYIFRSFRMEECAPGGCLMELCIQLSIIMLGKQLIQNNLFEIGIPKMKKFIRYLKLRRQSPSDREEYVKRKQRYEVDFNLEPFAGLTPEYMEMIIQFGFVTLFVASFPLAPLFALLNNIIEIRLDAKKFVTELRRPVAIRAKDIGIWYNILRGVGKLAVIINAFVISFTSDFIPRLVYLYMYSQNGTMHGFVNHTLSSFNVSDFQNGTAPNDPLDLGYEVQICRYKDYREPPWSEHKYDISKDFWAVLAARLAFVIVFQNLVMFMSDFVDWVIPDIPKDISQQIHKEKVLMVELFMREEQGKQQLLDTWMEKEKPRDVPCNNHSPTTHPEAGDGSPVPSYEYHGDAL
Calls only; i = inactive. This is a subset, so the mix of outcomes need not match the whole.

canonical_smiles	TMEM16A act
Cc1noc(NS(=O)(=O)c2ccc(NC(=O)c3ccc(N(C)C)cc3)cc2)c1C	i
CCN(CC)c1ccc(S(=O)(=O)N2CCOCC2)cc1NC(=O)Cn1nc(C)c([N+](=O)[O-])c1C	i
CC(C)CN(C(=O)CSc1nnc2ccccn12)C1CCS(=O)(=O)C1 (centres undefined)	i
CCOC(=O)C1=CC[C@H]2c3c(c4ccccc4n3C)C[C@H]1N2C	i
O=c1[nH]c2c(c(=O)[nH]1)CCCCCC2	i
CCN(CC(=O)Nc1cc(S(=O)(=O)N2CCOCC2)ccc1Cl)Cc1ccccc1	i
NC(=S)NN=C(c1ccc(Br)cc1)C1CC1	i
O=C(COC(=O)C1CC1)Nc1ccc(Cl)cn1	i
CCOc1ccc(NC(=O)c2ccc(OCC3CCCO3)cc2)cc1S(=O)(=O)N(CC)CC (centres undefined)	i
CC(C)N(C(=O)[C@H]1CC(CC(=O)NCCc2ccccn2)C(=O)N2CCc3c([nH]c4ccccc34)[C@]12C)C(C)C (some centres undefined)	i
O=C(CN1CCN(C(=O)c2cncn2-c2ccccc2)CC1)Nc1ccccc1Cl	i
Cc1ccc(S(=O)(=O)N2CCN(c3ccc4nnc(-c5ccccc5)n4n3)CC2)cc1	i
CCOC(=O)c1c(NC(=O)COC(=O)c2cccnc2OCC)sc(C(=O)N(CC)CC)c1C	i
O=C(CCCn1c(=O)oc2ccccc21)Nc1ccccc1	i
O=C1CN(C(=O)COC(=O)c2ccc(Cl)c(S(=O)(=O)N3CCCCC3)c2)c2ccccc2N1	i
O=C(NCCCN1CCCC1=O)c1cc2ccccc2o1	i
COc1ccc(NC(=O)COC(=O)C23CC4CC(CC(O)(C4)C2)C3)cc1Cl	i
O=C1COc2c1ccc(O)c2O	i
CC(C)Cn1c(N)c(C(=O)COC(=O)C2CCCN2C(=O)c2cccs2)c(=O)n(C)c1=O (centres undefined)	i
Cc1c(NS(=O)(=O)c2cc(C(=O)NCc3cccnc3)ccc2Cl)c(=O)n(-c2ccccc2)n1C	i
O=C(NNc1ccccc1)Nc1cc(Cl)ccc1Cl	i
O=C(COC(=O)C1CCCCC1)Nc1cccc(F)c1	i
Cc1cccc(C(=O)OCC(=O)N2CC(=O)Nc3ccccc32)c1C	i
Cc1ccc(SCC(=O)NC2CCS(=O)(=O)C2)cc1C (centres undefined)	i
CSCCC(NC(=O)c1ccco1)C(=O)N1CCN(C(c2ccccc2)c2ccccc2)CC1 (centres undefined)	i
Cc1cccc(C)c1NC(=O)CNC(=O)C(C)N1CCCCC1 (centres undefined)	i
CC(C)(C)OC(=O)N1CCC(C(=O)Nc2ccc3c(c2)CCC3)CC1	i
COc1ccc(-c2sc3ccc(OC)cc3c2C#Cc2cncn2C)cc1	i
Cc1cccc(NC(=O)c2cccc([N+](=O)[O-])c2O)c1C	i
CCOC(=O)[C@H]1[C@H]2COc3ccccc3[C@@H]2N2C(=O)CN(Cc3ccccc3)C(=O)[C@@]12C	i
COCCn1c(SCC(=O)NCC(c2ccccc2)N(C)C)nc2sc3c(c2c1=O)CCC3 (centres undefined)	i
CCCCN(C(=O)CSc1nnnn1C)C1CCS(=O)(=O)C1 (centres undefined)	i
CCCCNc1c(-c2ccc(OC)c(SC3CCCCC3)c2)nc2ccc(Cl)cn12	i
Cc1ccc(OCC(=O)N2CCN(S(=O)(=O)c3ccc(Cl)s3)CC2)cc1C	i
O=C(CC1SC(N2CCCCC2)=NC1=O)Nc1cccc(C(=O)NCc2ccc(F)cc2)c1 (centres undefined)	i
CC(=O)C[C@H](O)CC(=O)[C@H]1OC(=O)CCCCCc2ccccc21	i
CC1CN(C(=O)c2ccccc2OCc2ccc(Cl)cc2Cl)CC(C)O1 (centres undefined)	i
CC1CC(C)CN(C(=O)COC(=O)c2ccc3c(c2)OCO3)C1 (centres undefined)	i
COCCN(C(=O)c1cc(-c2ccco2)nc2ccccc12)c1c(N)n(Cc2ccccc2)c(=O)[nH]c1=O	i
CC1CCCN(C(=O)COC(=O)COc2ccc(C#N)cc2)C1 (centres undefined)	i
CCOc1ccc(CN2C(=O)c3ccccc3C2=O)cc1C(=O)NC1CC(C)(C)NC(C)(C)C1	i
CN(CC(=O)Nc1ccccc1Cl)C(=O)c1ccc(Cl)c(S(=O)(=O)N2CCCCCC2)c1	i
CC(Sc1nnc(N)s1)C(=O)NCc1ccc2c(c1)OCO2 (centres undefined)	i
Cc1ccc2cc(C(c3nnnn3CC3CCCO3)N3CCCC4(CCCCC4)C3)c(=O)[nH]c2c1 (centres undefined)	i
COc1ccc(NC(=O)Nc2ccc3c(c2)C(=O)N([C@H](C)CO)C[C@H](C)[C@@H](CN(C)C(=O)Nc2ccc4c(c2)OCO4)O3)cc1	i
COc1ccc(C)cc1NC(C)C(=O)NC(=O)NC1CCCCC1 (centres undefined)	i
COc1ccc(C(=O)OCC(=O)NC2CCCCCC2)c(OC)c1	i
CN(C)S(=O)(=O)c1ccc(SCC(=O)N2CC(=O)Nc3ccccc32)nc1	i
CCCCn1c(N)c(N(CCC(C)C)C(=O)C2CCCC2)c(=O)[nH]c1=O	i
COc1cc(OC)cc(-c2sc3ccc(OC)cc3c2C#CCO)c1	i
O=C(COC(=O)COc1ccccc1)NC1CCCC1	i
O=C(COc1cc(F)ccc1[N+](=O)[O-])Nc1cc(S(=O)(=O)N2CCCC2)ccc1Cl	i
CCOc1ccc(C(=O)CC(C(=O)O)N2CCN(Cc3ccccc3)CC2)cc1 (centres undefined)	i
Cn1c(SCC(=O)Nc2ccc3c(c2)CCC3)nnc1C1CC1	i
Cc1onc(-c2c(F)cccc2Cl)c1C(=O)OCC(=O)NCc1ccccc1	i
O=C(Cn1nnc(-c2ccccc2)n1)NC(=O)NC1CCCC1	i
O=C(CNC(=O)c1ccco1)NNC(=O)c1ccc(Br)cc1	i
COc1ccc(NC(=O)CCC(=O)N2CCC(c3ccccc3)=N2)cc1S(=O)(=O)N1CCCCC1	i
O=C(Cn1c(=O)cnc2ccccc21)Nc1cc(Cl)ccc1N1CCOCC1	i
Cc1csc(CNc2ncnc3ccc(-c4ccoc4)cc23)c1	i

Following part.
canonical_smiles	TMEM16A act
O=C(CSc1nnc2ccc(-c3ccccn3)nn12)N1CCCC1	i
COc1ccc(CNC(=O)Cn2ccc(N)nc2=O)cc1	i
CC[C@]12C(=O)N(C)C[C@H]([C@@H]3C(=O)N(C)C(=O)[C@@H]31)N2C(=O)c1ccc(Cl)cc1	i
Cc1cccc(NC(=O)CN2C(=O)NC3(CCCCCCC3)C2=O)c1C	i
CCOC(=O)C1=C(COC(=O)C(CC)c2ccccc2)NC(=O)NC1C (centres undefined)	i
CC(C)(C)OC(=O)N1CCCC(C(=O)Nc2ccc(C(=O)N3CCOCC3)cc2)C1 (centres undefined)	i
COc1ccccc1-c1sc2cc3c(cc2c1C#CC1(O)CCCCC1)OCO3	i
CC[C@@H](C)[C@H](C(CC(=O)N1CCCC1[C@@H](OC)[C@H](C)C(=O)N[C@H](Cc1ccccc1)c1nccs1)OC)N(C)C(=O)[C@H](NC(=O)[C@@H](C(C)C)N(C)C)C(C)C (some centres undefined)	i
CN(Cc1ccccc1)C(=O)c1[nH]cnc1C(=O)Nc1nccs1	i
COc1cccc(OC)c1C(=O)OCC(=O)N1CC(C)CC(C)C1 (centres undefined)	i
O=C1C=C(c2cc(Cl)cc(Cl)c2)C[C@@H](c2ccc(F)cc2)C1	i
COc1ccc2[nH]cc(CCNC(=O)c3ccco3)c2c1	i
COc1ccc(OC)c(-c2csc(NC(=O)COC(=O)c3ccc(NC(=O)CC#N)cc3)n2)c1	i
COCCN(Cc1ccccc1)C(=O)Cc1ccc(S(=O)(=O)N2CCOCC2)s1	i
CCCCOCCO	i
O=C(CC(=O)c1ccccc1)CC(O)(C=Cc1ccccc1)c1ccccc1 (centres undefined)	i
O=C(O)c1ccc(-n2cccc2/C=C2/NC(=O)N(c3cccc(Cl)c3)C2=O)cc1	i
Cc1ccc(S(=O)(=O)N2CCOCC2)cc1C(=O)OCC(=O)NC1CCCC(C)C1C (centres undefined)	i
Fc1ccc2cc(-c3ccsc3)ncc2c1	i
CCCN(CC(=O)NC(=O)NC1CCCCC1)CC(=O)Nc1cc(Cl)ccc1Cl	i

Given with each value named: entries from further up.
> CC(C)(C)OC(=O)N1CCCC(C(=O)Nc2ccc(C(=O)N3CCOCC3)cc2)C1 (centres undefined)
- TMEM16A act: i
> COc1ccccc1-c1sc2cc3c(cc2c1C#CC1(O)CCCCC1)OCO3
- TMEM16A act: i
> CC[C@@H](C)[C@H](C(CC(=O)N1CCCC1[C@@H](OC)[C@H](C)C(=O)N[C@H](Cc1ccccc1)c1nccs1)OC)N(C)C(=O)[C@H](NC(=O)[C@@H](C(C)C)N(C)C)C(C)C (some centres undefined)
- TMEM16A act: i
> CN(Cc1ccccc1)C(=O)c1[nH]cnc1C(=O)Nc1nccs1
- TMEM16A act: i

(further entries)
canonical_smiles	TMEM16A act
CC(=O)N1CCN(C(=O)COC(=O)c2oc3ccccc3c2C)CC1	i
Cc1ccc(NC(=O)C2COc3ccccc3O2)cc1S(=O)(=O)N1CCCCC1 (centres undefined)	i
COc1cccc(N2CCN(CC(=O)N3CCN(S(=O)(=O)c4ccc(Cl)cc4)CC3)CC2)c1	i
COc1ccc(C2=Nn3c(nnc3-c3ccccc3OC)SC2)cc1OCC1CC1	i
CNS(=O)(=O)c1cccc(C(=O)OCC(=O)N2c3ccccc3NC(=O)C2(C)C)c1	i
C=CCn1c(SCC(=O)N(C(C)CC)C2CCS(=O)(=O)C2)nc2ccccc2c1=O (centres undefined)	i
CS(=O)(=O)c1ccc2nc(NC(=O)CCNC(=O)c3ccccc3Cl)sc2c1	i
Cc1ccccc1C1=C/C(=C(\SS/C(C(=O)c2ccc(OCC(=O)O)c(Cl)c2Cl)=C2\C=C(c3ccccc3C)SS2)C(=O)c2ccc(OCC(=O)O)c(Cl)c2Cl)SS1	i
CC(C)(C)c1ccccc1NC(=O)c1cc(-c2ccncc2)nc2ccccc12	i
O=S(Cc1ccc(Cl)cc1)c1ccccc1 (centres undefined)	i
CN(Cc1cccs1)C(=O)c1ccc(Cl)c(S(=O)(=O)N2CCCCCC2)c1	i
O=C(OCc1cc(=O)n2ccsc2n1)c1ccc(O)cc1O	i
COc1cc(CCCN2CCNC[C@@H]2c2ccccc2)cc(OC)c1OC	i
C#CCOCCOCCOCCNc1nc(N2CCN(C(=O)C([C@@H](C)O)n3cc([C@@H](N)CCCCN)nn3)CC2)nc(N2CCN(C(=O)C([C@@H](C)O)n3cc([C@@H](N)CCCCN)nn3)CC2)n1 (some centres undefined)	i
CC1CCCN(S(=O)(=O)c2cccc(C(=O)NCC3CCCO3)c2)C1 (centres undefined)	i
O=c1[nH]c2ccc(Cl)cc2[nH]1	i
O=C1Nc2ccc(C(=O)O)c(O)c2C1=O	i
COc1cc(NC(=O)c2ccccc2)c(OC)cc1NC(=O)CN1C(=O)NC2(CCCCC2)C1=O	i
Cc1ccc(NC(=O)COC(=O)c2ccc(Cl)nc2)cc1S(=O)(=O)N1CCCCC1	i
Cc1cccc(C(=O)OC(C)C(=O)Nc2ccc(S(=O)(=O)Nc3ncccn3)cc2)c1C (centres undefined)	i
CCN(C(=O)c1ccc(Cl)c(S(=O)(=O)Nc2c(C)n(C)n(-c3ccccc3)c2=O)c1)c1ccccc1	i
O=C(NCCOc1ccccc1)c1cc([N+](=O)[O-])ccc1N1CCOCC1	i
N#Cc1cccc(S(=O)(=O)NCCOc2ccccc2F)c1	i
O=C(COC(=O)CN1C(=O)NC2(CCCC2)C1=O)NCc1ccc(Cl)cc1Cl	i
CCC(CC)NC(=O)C1CCN(c2ccc(S(=O)(=O)N3CCOCC3)cc2[N+](=O)[O-])CC1	i
Clc1ccc(-c2cnnc(-c3ccccn3)n2)cc1	i
COc1ccccc1NS(=O)(=O)c1cccc(C(=O)N2CCCC2)c1	i
COc1ccc(CC(=O)Nc2ccc(S(=O)(=O)N3CCCC3)cc2)cc1OC	i
CC(=O)Nc1nc2cc(C(N)=O)ccc2s1	i
CCN(c1ccccc1)S(=O)(=O)c1cccc(C(=O)NCC(c2ccco2)N2CCCCC2)c1 (centres undefined)	i
CCOc1ccc(NC(=O)CN(C)C(=O)c2cn(-c3ccc(C)cc3)nc2-c2cccc(OC)c2)cc1OCC	i
O=C(CN1C(=O)NC2(CCCCC2)C1=O)Nc1ccccc1N1CCCCC1	i
Cc1noc(C)c1C(=O)Nc1nc(-c2ccc(F)c(F)c2)cs1	i
O=C1C=CC(c2ccccc2)(c2ccccc2)CC1	i
Cc1ccc(NC(=O)CCCNC(=O)c2ccc(Cl)cc2)cc1S(=O)(=O)N1CCCCC1	i
Cc1ccc(CC(NC(=O)C2CCCCC2)C(=O)O)cc1 (centres undefined)	i
COc1cc2c(cc1NC(=O)C(Cl)Cl)-c1ccc(NC(=O)C(Cl)Cl)cc1C2	i
C[C@H](NC(=O)c1ccccc1)C(=O)OCC(=O)Nc1sccc1C(N)=O	i
CCCCN(C(=O)CSc1nnc(-c2ccc(Cl)cc2)o1)c1c(N)n(CC(C)C)c(=O)[nH]c1=O	i
COCCn1c(-c2ccc(C)cc2)nc2c(c(=O)c3ccccc3n2C)c1=O	i
O=C1CCC[C@@H]2C[C@@]3(C[C@@H]4CCN1[C@H]24)Nc1cc([N+](=O)[O-])ccc1NC3=NC1CCCCC1	i

Assay outcomes from PubChem BioAssay.
